Screens deposited in PubChem BioAssay by National Center for Advancing Translational Sciences (NCATS).
KDM5B inh = blocks human KDM5B histone demethylase activity; Q9UGL1; KDM5B demethylase, FDH-coupled NADH fluorescence (FDH is formaldehyde dehydrogenase); Potency, µM (highest dose often 57.7 µM), for inactives: at the top dose activity change, negative = inhibition, most hits filed as inhibitors; actives 2.6% (n = 220,000); AID 1347165; active = well fitted inhibition curve with a large enough effect; inconclusive = small, poorly fitted or top-dose-only effect; inactive = no such curve, though single readings can be large or run the other way; also: 0% is about no effect; nearly all actives have a fitted effect of over 70% in size
Target sequence (Q9UGL1 whole entry, looked up): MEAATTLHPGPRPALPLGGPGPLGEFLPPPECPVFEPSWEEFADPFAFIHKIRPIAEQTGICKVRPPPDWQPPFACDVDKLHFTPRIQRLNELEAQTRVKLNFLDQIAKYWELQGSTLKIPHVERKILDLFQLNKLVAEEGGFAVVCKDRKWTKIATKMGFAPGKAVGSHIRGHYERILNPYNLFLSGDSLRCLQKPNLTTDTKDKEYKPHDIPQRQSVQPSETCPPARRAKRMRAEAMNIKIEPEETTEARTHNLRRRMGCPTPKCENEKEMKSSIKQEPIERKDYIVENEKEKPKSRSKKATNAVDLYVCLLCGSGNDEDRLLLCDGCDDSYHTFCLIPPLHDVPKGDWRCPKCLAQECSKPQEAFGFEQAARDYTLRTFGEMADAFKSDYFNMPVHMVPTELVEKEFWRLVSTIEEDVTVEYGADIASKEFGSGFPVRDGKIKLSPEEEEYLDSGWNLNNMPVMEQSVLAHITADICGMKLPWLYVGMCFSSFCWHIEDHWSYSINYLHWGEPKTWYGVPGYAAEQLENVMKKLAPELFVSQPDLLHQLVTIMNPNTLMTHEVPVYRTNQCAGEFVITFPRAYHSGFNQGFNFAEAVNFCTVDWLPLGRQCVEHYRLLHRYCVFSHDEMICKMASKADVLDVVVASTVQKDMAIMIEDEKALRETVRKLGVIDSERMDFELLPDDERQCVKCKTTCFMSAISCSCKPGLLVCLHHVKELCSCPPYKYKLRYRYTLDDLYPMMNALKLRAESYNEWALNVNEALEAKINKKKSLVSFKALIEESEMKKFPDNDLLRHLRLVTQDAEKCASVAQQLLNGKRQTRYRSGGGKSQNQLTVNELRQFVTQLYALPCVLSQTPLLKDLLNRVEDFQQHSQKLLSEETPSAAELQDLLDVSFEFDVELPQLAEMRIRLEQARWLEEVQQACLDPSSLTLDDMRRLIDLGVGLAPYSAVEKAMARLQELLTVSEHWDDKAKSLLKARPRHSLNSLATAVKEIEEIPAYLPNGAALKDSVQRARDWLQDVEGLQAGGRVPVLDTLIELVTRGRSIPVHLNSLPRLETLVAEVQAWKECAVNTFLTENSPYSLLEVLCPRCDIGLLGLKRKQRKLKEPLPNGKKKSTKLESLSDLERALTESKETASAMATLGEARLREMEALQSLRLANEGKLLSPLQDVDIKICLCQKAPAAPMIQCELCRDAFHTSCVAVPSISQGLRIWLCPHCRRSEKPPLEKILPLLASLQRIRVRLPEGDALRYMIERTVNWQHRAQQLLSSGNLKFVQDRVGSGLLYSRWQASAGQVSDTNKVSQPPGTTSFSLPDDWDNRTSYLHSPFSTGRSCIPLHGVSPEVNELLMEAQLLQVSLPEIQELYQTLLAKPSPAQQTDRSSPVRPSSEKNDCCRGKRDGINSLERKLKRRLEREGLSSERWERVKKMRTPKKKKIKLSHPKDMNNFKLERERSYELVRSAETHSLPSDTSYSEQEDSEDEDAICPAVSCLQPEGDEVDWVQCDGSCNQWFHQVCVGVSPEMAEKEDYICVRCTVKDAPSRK
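Compound dilutions met 200 nM (final) KDM5BΔAP for 10 min at room temperature before substrate addition. The substrate mix held 12.5 µM H3K4me3 with cofactors 25 µM α-ketoglutarate and 50 µM Fe²⁺. NADH signal gain over 30 min defined activity.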
Starred values were filed as active, the others as inactive; i = inactive; ? = inconclusive; [ ] = remark or other dose. Potency is read from the fitted curve at half-maximal effect. Some of the compounds tested; the hit share may differ from the screen's.

KDM5B inh	mol
35µM*	O=C(NC1CC1)c1nc(-c2ccc(F)cc2)c2cnccn12
9%	Cc1ccc(NC(=O)Cc2n[nH]c(=O)c3ccccc23)cc1S(=O)(=O)Nc1ccccc1Cl
15%	Cc1ccc(C(=O)NCC(F)(F)F)o1
-23%	COc1ccc(-c2nc(CN3CCC(C(=O)NCc4ccc(F)cc4)CC3)c(C)o2)cc1OC
?	O=C(Cc1c[nH]c2ncc(-c3cn[nH]c3)cc12)NCc1cccnc1
46%[activator]	CC(C)CC(NC(=O)c1cnc2ccccc2c1)c1nnc2n1CCNCC2 (stereo not drawn)
14%	COC1CCC12CCN(C(=O)C1CC1)CC2 (stereo not drawn)
-7%	Oc1c(C(c2ccccc2)N2CCCCC2)sc2nc(-c3ccco3)nn12 (stereo not drawn)
-15%	Cc1cc(C)n2nc(CC(=O)NC[C@@H]3C[C@H](F)CN3)nc2n1
12%	COc1cccc(OC)c1C(=O)Nc1cccc(-c2nc3ccccc3o2)c1
12%	Cn1c(=O)c(=O)n(C)c2cc(N3CCCC3)c(NC(=O)c3ccccc3Cl)cc21
?	O=C(NC1CCCC1)N1c2ccccc2CC1c1nc(C2CC2)no1 (stereo not drawn)
10%	COCCN1C(=O)[C@H]2CN(Cc3cc(F)ccc3F)C[C@H]2C1=O
-9%	CCc1ccc(NC(=O)CSC2=Nc3ccccc3C3=NC(CCC(=O)NCc4ccccc4)C(=O)N23)cc1 (stereo not drawn)
11%	Cc1nn(-c2ccccc2)c2c1N(CCCC(=O)NC(C)c1ccccc1)C(=O)CS2 (stereo not drawn)
-9%	COc1cccc(Oc2coc3cc(OC)ccc3c2=O)c1
-7%	CCN(CC)S(=O)(=O)c1ccc2c(c1)N(CC(=O)N1CCN(c3cccc(C)c3C)CC1)C(=O)CO2
5%	O=C(c1ccc2c(c1)OCO2)N1CCC2(CC1)NC(=O)N(Cc1ccccc1)C2=O
3%	c1nc(Sc2ccc3c(c2)OCCCO3)c2ccsc2n1
13%	COc1ccc(-c2noc(-c3ccc(N4CCOCC4)c([N+](=O)[O-])c3)n2)cc1OC

At a glance, some entries already given:
KDM5B inh	mol
35µM*	O=C(NC1CC1)c1nc(-c2ccc(F)cc2)c2cnccn12
9%	Cc1ccc(NC(=O)Cc2n[nH]c(=O)c3ccccc23)cc1S(=O)(=O)Nc1ccccc1Cl

Two of these compounds in a different format.
compound,KDM5B inh
Cn1c(=O)c(=O)n(C)c2cc(N3CCCC3)c(NC(=O)c3ccccc3Cl)cc21,12%
O=C(c1ccc2c(c1)OCO2)N1CCC2(CC1)NC(=O)N(Cc1ccccc1)C2=O,5%

Further entries
KDM5B inh	mol
10%	Cn1c(=O)c2c(ncn2CC(COCc2ccc(F)cc2)OCc2ccc(F)cc2)n(C)c1=O (stereo not drawn)
-15%	COCCN1C(=O)Cc2ccccc2C1C(=O)NCc1cccc(Cl)c1 (stereo not drawn)
6%	Cc1ccc(NC(=O)C(C)Sc2nc3c(c(=O)[nH]2)CCCC3)cc1Cl (stereo not drawn)
4%	COCC1CN(C(C)=O)CC12CCN(C(=O)Cc1ccc(OC)cc1)CC2 (stereo not drawn)
?	N#Cc1nc(-c2ccco2)oc1NCCN1CCOCC1
16%	O=C(c1nc2ccccc2[nH]1)c1ccccc1[N+](=O)[O-]
12%	Cc1cc(Cl)ccc1OCC(=O)NCc1ccc(-c2nc3ncccc3o2)cc1
?	Cc1ccc(S(=O)(=O)NC2(C(F)(F)F)C(=O)Nc3c2c(=O)[nH]c(=O)n3-c2ccccc2)cc1 (stereo not drawn)
-6%	COc1ccc(CN2CCc3nc(N(C)C)[nH]c(=O)c3CC2)cc1OC
-4%	Cc1ccc(S(=O)(=O)N2CCCc3cc(NS(=O)(=O)c4cc(F)ccc4F)ccc32)cc1
-16%	CCCCc1ccc(NC(=O)CN2C(=O)NC3(CCOCC3)C2=O)cc1
2%	COc1ccc(CNC(=O)[C@@H]2CCC[C@@H](NC(=O)c3nc4ccccc4s3)CN(C)C(=O)C2)cc1
5%	O=C(O)c1ccc2c(c1)c(C(C(=O)O)N1CCN(Cc3cccnc3)CC1)cn2Cc1ccccc1 (stereo not drawn)
9%	CCOC(=O)c1c(NC(=O)c2cc(=O)c3cc(Cl)ccc3o2)sc(C)c1C
-20%	Cc1ccc(C)c(N2CCN(C(=O)c3cc4cc5ccc(C)cc5nc4o3)CC2)c1
?	CC(C)Cc1cc(C(=O)N2CCc3onc(-c4ccccc4F)c3C2)on1
23%	CC12CCC(C(=O)Nc3ccc(Cl)cc3)([C@H](Br)C1=O)C2(C)C (stereo partly drawn)
-7%	COc1ccccc1NC(=O)Cn1nc(-c2cccc([N+](=O)[O-])c2)c2ccccc2c1=O
1%	COc1ccc(Cl)cc1NC(=O)C(C)N1Cc2ccccc2C1=O (stereo not drawn)
24%	O=C1[C@@H]2Cc3c([nH]c4ccccc34)C(c3ccc(Cl)cc3)N2C(=O)CN1CCO (stereo partly drawn)

Structures listed so far that have a Cl atom:
KDM5B inh	mol
9%	Cc1ccc(NC(=O)Cc2n[nH]c(=O)c3ccccc23)cc1S(=O)(=O)Nc1ccccc1Cl
12%	Cn1c(=O)c(=O)n(C)c2cc(N3CCCC3)c(NC(=O)c3ccccc3Cl)cc21
-15%	COCCN1C(=O)Cc2ccccc2C1C(=O)NCc1cccc(Cl)c1 (stereo not drawn)
6%	Cc1ccc(NC(=O)C(C)Sc2nc3c(c(=O)[nH]2)CCCC3)cc1Cl (stereo not drawn)
12%	Cc1cc(Cl)ccc1OCC(=O)NCc1ccc(-c2nc3ncccc3o2)cc1
9%	CCOC(=O)c1c(NC(=O)c2cc(=O)c3cc(Cl)ccc3o2)sc(C)c1C
23%	CC12CCC(C(=O)Nc3ccc(Cl)cc3)([C@H](Br)C1=O)C2(C)C (stereo partly drawn)
1%	COc1ccc(Cl)cc1NC(=O)C(C)N1Cc2ccccc2C1=O (stereo not drawn)
24%	O=C1[C@@H]2Cc3c([nH]c4ccccc34)C(c3ccc(Cl)cc3)N2C(=O)CN1CCO (stereo partly drawn)

More results.
KDM5B inh	mol
3%	CCn1c(SCC(=O)Nc2cc(C)c(Cl)cc2OC)nnc1-c1ccccc1
0%	Cn1cnc(S(=O)(=O)N2CCCC(C(=O)NC3CCCC3)CCNC(=O)CC2)c1 (stereo not drawn)
i	CCOCCCNc1oc(-c2ccc(S(=O)(=O)N3CCCCC3)cc2)nc1C#N
-15%	Cc1cc(C)cc(NC(=O)CN(C)S(=O)(=O)c2ccc3c(c2)CCC(=O)N3)c1
?	O=C(NC1CCC1)c1ccc2nccn2c1
-113%	COC(=O)c1ccccc1NC(=O)c1cc2cc(C)ccc2n1C
?	CCOC(=O)C(=C(C#N)C#N)C1=C(N2CCOCC2)/C(=C/c2ccccc2)CC1
?	Cc1nn2c(c1-c1cccnc1N1CCOCC1)N(C(=O)Cc1ccc(Cl)cc1)CCC2
33%	COc1ccc(N2CCN(c3cc(C4CC(N)C4)nc(N)n3)CC2(C)C)cc1 (stereo not drawn)
22%	Cc1cc(C)c2c(n1)SCCN2C(=O)CCC(=O)NCc1cccc(Br)c1
-2%	Cc1ccc2c(=O)cc(C(=O)Nc3sc4c(c3C(=O)NCc3ccco3)CCCC4)oc2c1C
?	COc1cc(OC)cc(-c2nc(C3CC(=O)N(c4ccc(Cl)cc4)C3)no2)c1 (stereo not drawn)
-24%	CCC(=O)N1CCc2cc(CNS(=O)(=O)c3cc(Cl)ccc3OC)ccc21
-27%	Cc1ccc(S(=O)(=O)N2CC[C@@H](CC(=O)O)[C@@H](CCN(CCN3CCOCC3)c3ccccc3)C2)cc1
3%	O=C(Nc1ccc(Cl)c(C(F)(F)F)c1)C(Cc1ccccc1)NS(=O)(=O)c1ccc(Br)s1 (stereo not drawn)
-16%	COc1ccc(N2CCN(C(=O)Cn3ccn4nc(-c5ccccc5)c(CO)c4c3=O)CC2)cc1
-1%	CN(CC(=O)Nc1cccc(F)c1)C(=O)c1cccc2ccccc12
?	O=C(COc1ccccc1F)Nc1c(C(=O)Nc2cccc(F)c2)oc2ccccc12
18%	Cc1ccc(-c2nc(CC(=O)NCc3ccccc3F)cs2)o1
32%	Cc1cc(C)c(S(=O)(=O)N2CCN(S(=O)(=O)N3CCCCCC3)CC2)c(C)c1
15%	Clc1ccc(-c2ccccc2)nn1
?	CCOC(=O)c1cc2c(=O)n3ccccc3nc2n(Cc2ccco2)c1=NC(=O)c1ccc(OC)cc1
?	CC1=NOC2(CCN(Cc3ccc(C#N)cc3)C2)C1 (stereo not drawn)
18%	CCCNC(=O)NC(C)(C)C(=O)O
11%	CC(C)c1ccc(C(=O)Cn2cnc3c2c(=O)n(C)c(=O)n3C)cc1
-22%	Cc1cc(C)cc(NC(=O)c2cccc(N3CCCS3(=O)=O)c2)c1
-13%	CC(C)(C)CC(=O)Nc1nc2c(s1)C[C@@H]1[C@](C)(CO)[C@H](O)CC[C@@]1(C)[C@@H]2CC(=O)Nc1ccccc1
0%	CCOc1ccccc1NC(=O)c1cc2cc(OC)ccc2n1C
-10%	COc1cc(=O)n2c(c1C(=O)NCc1cc(F)cc(F)c1)CCCC2
4%	CCc1ccc(C(=O)c2cn(CC(=O)Nc3cc(OC)ccc3OC)c3ccc(Cl)cc3c2=O)cc1
27%	CCCCNC(=O)C1CCN(C(=O)c2nnn3c2COC(c2ccc(OC)cc2)C3)CC1 (stereo not drawn)
-15%	Cc1ccc(C)c(C(=O)Nc2ccc(Cl)c(C(F)(F)F)c2)c1
0%	COc1ccc(C(=O)C(Br)C(=O)c2ccc(OC)cc2)cc1
3%	COc1ccc(NC(=O)c2ccc(CNS(=O)(=O)c3ccc4c(c3)C(C)(C)C(=O)N4C)cc2)cc1
-13%	O=C(CSc1nnnn1C1CC1)c1ccc2c(c1)Cc1ccccc1-2
15%	Cc1ccc(NC(=O)Cn2c(=O)n(Cc3ccccc3)c(=O)c3sc4ccccc4c32)cc1
12%	S=C(Nc1ccc(Cl)cc1)N1CCc2ccccc21
-7%	O=C(c1ccc(N2CCC(O)CC2)nc1)N1CCC(Oc2cccnc2)CC1
5%	Cn1c(=O)c2nc(SCC(=O)NCc3ccc(Cl)cc3)n(C)c2n(C)c1=O
6%	CCn1nc(-c2ccccc2)c(-c2ccccc2)c(C(=O)Nc2ccccc2C#N)c1=O
38%	COc1cccc(NC(=O)N2C[C@@H](F)C[C@H]2C(=O)N2CCCCC2)c1
?	Cc1nc2c(NS(=O)(=O)c3cccc(C#N)c3)cccn2n1
22%	CN(C)C(=O)N[C@@H]1CN[C@H](CO)C1
?	Cc1ccc(C)c(NC(=O)C(=O)NCCc2csc3nc(-c4ccccc4C)nn23)c1
-11%	O=C(Nc1ccccc1F)C1C(c2ccccc2)C1(Cl)Cl (stereo not drawn)
-18%	CN1C[C@@H](NS(=O)(=O)c2ccc(Cl)cc2)C[C@H]1c1nc(-c2ccc(F)cc2)no1
15%	O=C(O)c1csc2ccccc12
-7%	Cc1ccc(-c2csc(-c3nc(-c4ccc(C)cc4C)cs3)n2)cc1
?	Cc1cccc(OCC2(CNC3CCOCC3)C[C@@H](O)[C@@H](O)C2)n1 (stereo partly drawn)
13%	CCc1ccc(NC(=O)CC(C)(C)CC(=O)O)cc1
5%	CCC(C(=O)NCc1ccccc1OC)N1C(=O)CCn2nc(C)cc21 (stereo not drawn)
15%	CCOc1ccc(NC(=O)C2CCN(S(=O)(=O)Cc3ccc(F)cc3)CC2)cc1
?	Cc1ccc(N(CC(=O)N2CCN(c3cc(C)ccc3C)CC2)S(=O)(=O)c2c(C)nn(C)c2C)cc1
-16%[115 µM]	COc1ccc(CN2CC[C@H](c3nnc(C)o3)C2)cc1
-7%	CC(C)NC(=O)NC(=O)CSc1nc2ccccc2c(=O)n1-c1ccccc1Cl
18%	O=C1CCC2(CCCN(C(=O)c3ccc(=O)[nH]c3)C2)CN1CCc1cnc[nH]1 (stereo not drawn)
1%	CCOc1ccc(NC(=O)CCc2c(C)nc3c4c(C)cc(C)nc4nn3c2C)cc1
?	COc1ccc(CC(=O)Nc2ccc3ncnc(N4CCCC4)c3c2)cc1Cl
29%[115 µM]	Cc1noc(C)c1CC(=O)N1CCC2(CC1)CN(C(=O)NC(C)C)Cc1ccccc1O2
0%	CCOc1ccc(S(=O)(=O)N2CCC(C3CCN(C(C)=O)CC3)C2)cc1 (stereo not drawn)

Pulled by structure from the entries so far, 2 records:
KDM5B inh	mol
6%	CCn1nc(-c2ccccc2)c(-c2ccccc2)c(C(=O)Nc2ccccc2C#N)c1=O
-13%	CC(C)(C)CC(=O)Nc1nc2c(s1)C[C@@H]1[C@](C)(CO)[C@H](O)CC[C@@]1(C)[C@@H]2CC(=O)Nc1ccccc1

Next results
KDM5B inh	mol
10%	O=C(CCc1nc2ccccc2[nH]1)N1CCC(c2nc(CCOCC3CC3)no2)C1 (stereo not drawn)
8%	CC(C)N1C(=O)C(CC(=O)NCC2CCN(Cc3ccccc3F)CC2)=C2CCCCC21 (stereo not drawn)
-28%	O=C(C[C@H]1NC(=O)c2ccccc2NC1=O)Nc1cccc(C(F)(F)F)c1
7%	Cc1ccc(CNC(=O)CSc2nnc3n2CCCCC3)cc1
8%	CCOc1ccc(C(=O)CSc2nc3cc(C(=O)NC4CCCC4)ccc3c(=O)n2CC2CCCO2)cc1 (stereo not drawn)
-6%	CCn1c(SCc2ccccc2Br)nc2cc(S(N)(=O)=O)ccc21
6%	O=C(COc1ccc(F)cc1)N1CCC(c2noc(-c3ccncc3)n2)C1 (stereo not drawn)
19%	Cc1cc(Cn2cc3c4c(cccc42)[C@H](CC(C)C)N[C@H](C(=O)NCc2nccs2)C3)no1
-10%	CCOc1ccc(NC(=O)[C@@H](c2ccccc2)N2Cc3ccccc3C2=O)cc1
